# Bioassay records: PubChem, several laboratories
# EBV gp42 inh – Epstein-Barr virus gp42 inhibitors, primary screen, biochemical, uHTS, fluorescence polarization; actives 0.42% (n = 220,000); Glycoprotein 42 (Epstein-Barr virus (strain AG876)), Q1HVG2; inhibition, % (tested at 21.74 µM); Fluorescence polarization binding assay, mP read-out; AID 1085, 2008; in the data active = inhibition above about 50%
# Target sequence (Q1HVG2 whole entry, looked up): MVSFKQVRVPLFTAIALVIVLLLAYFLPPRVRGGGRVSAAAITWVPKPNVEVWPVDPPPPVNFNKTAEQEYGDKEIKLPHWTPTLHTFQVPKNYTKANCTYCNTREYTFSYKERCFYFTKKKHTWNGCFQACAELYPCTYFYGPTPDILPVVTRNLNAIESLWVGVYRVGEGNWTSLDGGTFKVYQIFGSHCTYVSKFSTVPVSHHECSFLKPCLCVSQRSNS
# Runt-CBFb FRET – inhibitors of RUNX1 Runt–CBFb binding, primary screen, biochemical, FRET, Cerulean-Runt, Venus-CBFb, uHTS | Runt-related transcription factor 1 (Homo sapiens) + Core-binding factor subunit beta … | inhibition, % at 20 µM | actives 0.46% (n = 220,000) | Cerulean-Runt/Venus-CBFb FRET ratio 530/480, 1 h | AID 1496, 2009;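 active = inhibition over about 50% at 20 µM in the single-dose screen, limit read from the data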;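 also: 0% = DMSO wells and 100% = excess unlabeled CBFb competitor control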
# Target sequence (Q01196 whole entry, looked up): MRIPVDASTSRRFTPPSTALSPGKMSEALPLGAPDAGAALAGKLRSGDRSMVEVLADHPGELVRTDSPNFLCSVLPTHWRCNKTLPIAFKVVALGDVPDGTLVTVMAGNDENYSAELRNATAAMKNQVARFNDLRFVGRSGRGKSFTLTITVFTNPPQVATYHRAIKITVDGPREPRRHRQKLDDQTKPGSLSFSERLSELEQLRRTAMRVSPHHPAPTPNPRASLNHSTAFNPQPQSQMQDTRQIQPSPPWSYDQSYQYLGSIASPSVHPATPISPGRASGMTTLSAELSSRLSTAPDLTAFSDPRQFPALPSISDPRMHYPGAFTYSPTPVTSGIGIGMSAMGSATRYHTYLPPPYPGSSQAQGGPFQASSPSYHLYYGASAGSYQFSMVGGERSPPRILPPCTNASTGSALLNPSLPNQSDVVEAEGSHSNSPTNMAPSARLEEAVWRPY
# Target sequence (Q13951 whole entry, looked up): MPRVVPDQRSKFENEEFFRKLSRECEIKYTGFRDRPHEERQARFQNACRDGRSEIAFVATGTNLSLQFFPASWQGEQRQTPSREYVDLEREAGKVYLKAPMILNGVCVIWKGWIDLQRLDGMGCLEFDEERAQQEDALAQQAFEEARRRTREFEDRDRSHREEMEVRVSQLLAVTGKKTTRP
#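 Assay system: Cerulean-Runt domain / Medium: Tris 50 mM pH 7.5, KCl, K2SO4, 0.01% BSA / Timing: protein complex preformed 1 h, compound exposure 1 h, room temperature, dark / Measured by: FRET, excitation 422 nm, emission at 530 and 480 nm / Evaluation: loss of energy transfer signal / Control set: 5 µM unlabeled CBFb as full-inhibition high control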
# 14-3-3 Bad PPI – inhibitors of 14-3-3 zeta/Bad binding, primary screen, biochemical, TR-FRET, bovine 14-3-3 zeta; 14-3-3 protein zeta/delta (Bos taurus), P63103; TR-FRET 14-3-3zeta/Dy647-pBad peptide displacement, 1 h; inhibition, % at 21.7 µM; actives 0.71% (n = 220,000); AID 781, 2007;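 active = inhibition above about 70%, limit read from the data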;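 also: 0% = full 14-3-3 plus peptide FRET controls and 100% = background without 14-3-3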
# Hck Nef HTS – inhibitors of Nef-activated human Hck kinase, primary screen, biochemical, Z-Lyte FRET, 384-well, Hck-YEEI. actives 0.68% (n = 220,000). inhibition, % at 20 µM. Recombinant Hck-YEEI plus Nef, Z-Lyte FRET kinase assay;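 active = Hck-Nef kinase inhibition above about 50%, limit read from the data; inactive = inhibition below that limit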;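 also: 0% = DMSO with Hck plus Nef and 100% = Hck alone without Nef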
# Mdm2 ligase inh – MDM2-luciferase reporter signal enhancers, primary screen, MDM2 E3 ligase inhibitor project, cell-based, luminescence, 1536-well; cell-based MDM2 ubiquitination luciferase reporter, 2 h; 0 = plate control, 100 = twice control, blank-subtracted; AID 1230, 2008; signal enhancement, % at 5 µM; E3 ubiquitin-protein ligase Mdm2 (Homo sapiens), Q00987; actives 0.11% (n = 210,000);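 active = signal enhancement of 30% or more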;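 also: luminescence tracks abundance of the self-degrading MDM2-luciferase fusion protein; higher signal means inhibition of MDM2 E3 ligase activity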
#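 Buffer or medium: Cells held in DMEM | Assay system: Stable mammalian line carrying autodegrading MDM2–luciferase fusion reporter | Quantity: 2000 cells/well | Times: 4 h settle plus 2 h compound, 37 °C | Doses: One concentration, 5 µM, with 0.2% DMSO | Technique: Luminescence with SteadyLite reagent, 15 min at room temperature | Benchmarks: Plate controls and plate blanks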
# Runt-SMMHC FRET – inhibitors of RUNX1 Runt–CBFb-SMMHC binding, primary screen, biochemical, FRET, Cerulean-Runt, Venus-CBFb-SMMHC, uHTS; Runt-related transcription factor 1 (Homo sapiens) + Core-binding factor subunit beta …; inhibition, % at 20 µM; Cerulean-Runt/Venus-CBFb-SMMHC FRET ratio 530/480, 1 h; AID 1434, 2008; actives 0.74% (n = 220,000);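 active = mean inhibition across duplicate retests at 20 µM reaching about 50%, limit read from the data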;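 also: 0% = DMSO wells and 100% = wells with excess untagged CBFb-SMMHC; inhibitors lower the FRET ratio by blocking Runt binding to CBFb-SMMHC; some results filed as inactive read as strong as hits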
# L929 necroptosis – inhibitors of zVAD-triggered necroptosis, primary screen, L929 cells | L929 zVAD necroptosis rescue, ATP luminescence, 24 h; with zVAD 60 µM | viability rescue, % at 10 µM | actives 0.38% (n = 220,000);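 active = activation, scaled between plate controls, above about 75%, limit read from the data; inactive = activation under that limit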;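 also: 0% = zVAD with DMSO and 100% = DMSO alone without zVAD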
# NCF1 inh – p47phox/p22phox peptide binding inhibitors, primary screen, biochemical, uHTS, NADPH oxidase regulatory subunit; Neutrophil cytosol factor 1 (Homo sapiens), P14598; fluorescence polarization, 2 h; inhibition, % at 24.7 µM; actives 0.53% (n = 220,000); AID 1274, 2008;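 active = inhibition above about 30%, limit read from the data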;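 also: 0% = p47phox with labelled peptide and 100% = labelled peptide alone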
# Tb hexokinase – Trypanosoma brucei hexokinase 1 inhibitors, primary screen, biochemical, G6PDH-coupled NADH absorbance, MLSCN library; recombinant TbHK1, G6PDH-coupled NADH A340; inhibition, % at 10 µM; actives 0.11% (n = 220,000); AID 1430, 2008;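 active = inhibition of 50% or more in the single-dose primary screen; inactive = inhibition below 50%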
# Numbers without * were called inactive; x = no result given; [ ] = another dose, or the depositor's remark.
SMILES,EBV gp42 inh,Runt-CBFb FRET,14-3-3 Bad PPI,Hck Nef HTS,Mdm2 ligase inh,Runt-SMMHC FRET,L929 necroptosis,NCF1 inh,Tb hexokinase
COc1cc(NC(=O)c2cnn3c(C(F)F)cc(C4CC4)nc23)c(OC)cc1Cl,-13,0,-9,29,17,1,-0.5,4,-11
CC(C)(C)C1CCC(OC(=O)C[N+]2(C)CCCCC2)CC1 (configuration not stated),-29,-1,-2,20,21,19,7.5,-2,-6
CCOc1ccc(Br)cc1S(=O)(=O)Nc1ccc(C(=O)OCC(=O)Nc2ccc(C#N)cc2)cc1,1,-4,-8,-7,-21,-2,18,-38,-6
CC(C)CCNC(=O)c1ccc(OC2CCN(S(=O)(=O)N(C)C)CC2)cc1,-13,-1,-3,18,-7,1,19,0,-4
Cc1cccc(NS(=O)(=O)c2cc(C(=O)OCC(=O)Nc3cc(C)on3)ccc2C)c1,-20,-1,-4[fluorescence artefact?],-1,4,-2,0.2,-18,-4
CC(=O)Nc1ccc2nc(CN3CCN(CC(C)C)C(CCO)C3)ccc2c1 (configuration not stated),-2,-1,-5,12,-87,0,0.5,-5,-2
NC(=O)C(CCC(=O)c1ccc(Br)cc1)S(=O)(=O)c1ccccc1 (configuration not stated),4,0,-7,22,-16,-1,3.0,6,-3
O=C(CCn1c(=O)oc2ccccc21)N1CCc2ccccc21,-23,-4,1,-2,1,-5,-0.1,-13,-6
Cc1ccc(C2NC(=S)NC3=C2C(=O)CC(C)(C)C3)cc1 (configuration not stated),8,18,2,1,-3,7,1.6,-10,-21
Cc1ccc(CC(=O)Nc2ccncc2)cc1,-19,4,-5,17,-20,-2,-1.0,-2,-5
C=CCn1c(SCc2cc([N+](=O)[O-])cc3c2OCOC3)nc2cc(C(=O)O)ccc2c1=O,-12,0,2,9,-6,-6,0.3,-11,-2
COc1ccc(C)cc1N(CC(=O)Nc1cccnc1)S(=O)(=O)c1ccc(C)cc1,-12,-2,0,24,1,2,4.8,-21,-2
Nc1c2c(nc3sc4c(c13)CCCC4)CCCCCC2,-1,0,6[fluorescence artefact?],59*,5,-1,1.0,-3,6
N#CC1=C(N)N(c2ccccc2)C2=C(C(=O)CCC2)C1c1ccsc1 (configuration not stated),10,5,-13[fluorescence artefact?],1,-11,3,1.7,2,-8
COC(=O)c1nonc1NCn1nnc2ccccc21,-14,2,-12,0,-21,-1,0.1,-15,5
Cc1c(C(=O)OCC(=O)N2CC(C)OC(C)C2)oc2ccc(Br)cc12 (configuration not stated),-22,0,-7[fluorescence artefact?],1,-17,3,-0.3,3,0
O=C(CSc1nc2c(cnn2-c2ccccc2)c(=O)[nH]1)NC1CCS(=O)(=O)C1 (configuration not stated),5,1,-15,8,-35,-8,0.5,1,-5
CN(C(=S)Nc1cccnc1)c1ccc(O)cc1,-2,32,0,-34,4,21,0.1,0,5
CC(=O)C1=C(C)OC(N)=C(C#N)C1c1ccncc1 (configuration not stated),-2,1,8[fluorescence artefact?],-1,-2,-2,0.2,-4,-3
CCCCCC1CC(CC(=O)O)C(=O)O1 (configuration not stated),-1,3,9[fluorescence artefact?],1,-24,-5,0.4,-5,-4
Cc1nc(-c2ccc(O)c(O)c2)cs1,-47,39,-9,0,-18,24,0.1,-10,5
O=C(O)CC1SC(=Nc2cccc(C(F)(F)F)c2)NC1=O (configuration not stated),-8,1,-3,2,-7,-2,0.1,-15,-5
O=c1c([N+](=O)[O-])c(N2CCOCC2)c2ccccc2n1Cc1ccccc1,-10,1,-10,20,3,2,0.8,-7,-5
COC(=O)c1cc(C(=O)OCC(=O)NC2CCS(=O)(=O)C2)cc([N+](=O)[O-])c1 (configuration not stated),-4,0,-3,16,1,-1,1.4,2,-6
Cc1cc(C)cc(N2C(=O)CC(n3ccnc3)C2=O)c1 (configuration not stated),-11,1,14,8,-8,-4,-0.7,-12,3
SMILES,EBV gp42 inh,Runt-CBFb FRET,14-3-3 Bad PPI,Hck Nef HTS,Mdm2 ligase inh,Runt-SMMHC FRET,L929 necroptosis,NCF1 inh,Tb hexokinase
CN(C)CCOC(=O)CC12CC3CC(C1)CC(CC(=O)OCCN(C)C)(C3)C2,-20,x,3,23,-22,x,2.8,-8,4
CC(Sc1nnnn1C)C(=O)NC1CCCc2ccccc21 (configuration not stated),-11,2,-5,14,-1,2,7.2,-5,3
COc1ccc(CC(=O)Nc2cc(C)ccc2O)cc1OC,-1,3,-2,-4,-24,-2,0.1,-5,-3
O=C(COC(=O)c1ccc(Br)o1)Nc1cccc(S(=O)(=O)N2CCCCCC2)c1,-22,3,-2,3,5,-3,-0.7,-28,14
O=C(NC12CC3CC(CC(C3)C1)C2)c1ccc(COc2ccc(Cl)cc2[N+](=O)[O-])o1,-25,-1,-9,0,7,-5,1.4,-12,1
NCCn1c(-c2ccccc2)cc(C(=O)O)c1-c1ccccc1F,4,0,13,-3,x,-4,0.6,2,-1
CCOC(=O)c1c(C)oc2cc(Br)c(OC(C)C(=O)OCC)cc12 (configuration not stated),-5,-6,-6,3,-12,-11,-0.3,6,-4
Cn1c(SCC(=O)N2CCN(c3cccc(Cl)c3)CC2)nnc1-c1ccncc1,-18,-1,4,0,-18,2,-0.1,-7,1
COc1ccc(C(C)=O)c(Oc2nc(CN3CCOCC3)nc3scc(-c4cccs4)c23)c1,-12,-22,-3,-2,2,-170,-0.1,-31,-17
Cc1[nH]nc2c1C(C1CC=CCC1)C(C#N)=C(N)O2 (configuration not stated),-5,1,-1,0,-4,1,-0.2,-7,2
COC(=O)CSc1nc(-c2ccccc2)nc2ccccc12,-8,-3,-12,9,-9,4,0.3,-16,-1
CCc1ccc(-c2cn3nc(C)c(C)nc3n2)cc1,-21,x,-6,22,5,74,5.5,-67,-5
Cc1ccc2nc(N3CCN(c4ccccc4F)CC3)c(C=O)c(=O)n2c1,-11,20,5,1,-12,1,1.0,-8,-16
CC1=C(C(=O)NCc2ccccc2)C(c2cccs2)n2ncnc2N1 (configuration not stated),-25,0,2,3,-27,3,0.2,1,-5
CCOC(CNC(=O)Cc1c(C)nc2c(-c3ccccc3)c(C)nn2c1C)OCC,10,-2,-5,1,-23,5,0.9,-5,4

# Among those listed so far, these have a halogen:
SMILES,EBV gp42 inh,Runt-CBFb FRET,14-3-3 Bad PPI,Hck Nef HTS,Mdm2 ligase inh,Runt-SMMHC FRET,L929 necroptosis,NCF1 inh,Tb hexokinase
COc1cc(NC(=O)c2cnn3c(C(F)F)cc(C4CC4)nc23)c(OC)cc1Cl,-13,0,-9,29,17,1,-0.5,4,-11
CCOc1ccc(Br)cc1S(=O)(=O)Nc1ccc(C(=O)OCC(=O)Nc2ccc(C#N)cc2)cc1,1,-4,-8,-7,-21,-2,18,-38,-6
NC(=O)C(CCC(=O)c1ccc(Br)cc1)S(=O)(=O)c1ccccc1 (configuration not stated),4,0,-7,22,-16,-1,3.0,6,-3
Cc1c(C(=O)OCC(=O)N2CC(C)OC(C)C2)oc2ccc(Br)cc12 (configuration not stated),-22,0,-7[fluorescence artefact?],1,-17,3,-0.3,3,0
O=C(O)CC1SC(=Nc2cccc(C(F)(F)F)c2)NC1=O (configuration not stated),-8,1,-3,2,-7,-2,0.1,-15,-5
O=C(COC(=O)c1ccc(Br)o1)Nc1cccc(S(=O)(=O)N2CCCCCC2)c1,-22,3,-2,3,5,-3,-0.7,-28,14
O=C(NC12CC3CC(CC(C3)C1)C2)c1ccc(COc2ccc(Cl)cc2[N+](=O)[O-])o1,-25,-1,-9,0,7,-5,1.4,-12,1
NCCn1c(-c2ccccc2)cc(C(=O)O)c1-c1ccccc1F,4,0,13,-3,x,-4,0.6,2,-1
CCOC(=O)c1c(C)oc2cc(Br)c(OC(C)C(=O)OCC)cc12 (configuration not stated),-5,-6,-6,3,-12,-11,-0.3,6,-4
Cn1c(SCC(=O)N2CCN(c3cccc(Cl)c3)CC2)nnc1-c1ccncc1,-18,-1,4,0,-18,2,-0.1,-7,1
Cc1ccc2nc(N3CCN(c4ccccc4F)CC3)c(C=O)c(=O)n2c1,-11,20,5,1,-12,1,1.0,-8,-16
